High-throughput results from PubChem.
Tb MetRS inh = T. brucei MetRS inhibitors, primary screen, biochemical, luminescence | methionyl-tRNA synthetase (Trypanosoma brucei brucei) | purified T. brucei MetRS, ATP depletion, Kinase-Glo luminescence | inhibition, % at 11.9 µM | hit rate 0.4% among 360,000;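 active = inhibition above a per-plate cutoff of the control wells' mean inhibition plus 3 SD, cut at about 5.5% in these data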;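 note: 0% = DMSO wells median and 100% = median of wells with control inhibitor compound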
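Measured by: Kinase-Glo luciferase luminescence reporting remaining unconsumed ATP. Material: purified T. brucei MetRS enzyme. Doses: 11.9 µM compound single dose, 0.9% DMSO. Medium: HEPES buffer containing pyrophosphatase, BSA, spermine, DTT. Times: 15 min preincubation, 2 h reaction, all 25 °C. Reagent: methionine, ATP and bulk E. coli tRNA.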
DNMT1 inh = human DNMT1 methyltransferase inhibitors, primary screen, biochemical, molecular beacon, fluorescence, HinP1I cleavage, uHTS | inhibition (reported as % activation of signal), % at 10 µM | hit rate 0.83% among 360,000; in the data active = inhibition above about 50%
MsrA inh = bovine MsrA enzyme inhibitors, primary screen, biochemical, absorbance, HTS; Methionine sulfoxide reductase A (Bos taurus); purified bovine MsrA, absorbance read-out; inhibition, % at 15.5 µM; hit rate 0.75% among 360,000; AID 651718, 2012; in the data active = inhibition above about 4.5%;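 note: 0% = vehicle wells with enzyme and 100% = reference inhibitor wells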
CendR NRP1 mod = modulators of CendR peptide binding to NRP-1, primary screen, biochemical, fluorescence polarization, uHTS; inhibition, % at 25 µM; FAM-RPARPAR peptide binding to NRP-1; Neuropilin-1 (Homo sapiens), O14786; hit rate 0.85% among 360,000;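 active = inhibition or corrected inhibition above about 18%, plus a signal ratio from 0.5 to 1.5, limit read from the data, passing the limit was not always enough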; note: strong numbers were not always called active
Target sequence (O14786 whole entry, looked up): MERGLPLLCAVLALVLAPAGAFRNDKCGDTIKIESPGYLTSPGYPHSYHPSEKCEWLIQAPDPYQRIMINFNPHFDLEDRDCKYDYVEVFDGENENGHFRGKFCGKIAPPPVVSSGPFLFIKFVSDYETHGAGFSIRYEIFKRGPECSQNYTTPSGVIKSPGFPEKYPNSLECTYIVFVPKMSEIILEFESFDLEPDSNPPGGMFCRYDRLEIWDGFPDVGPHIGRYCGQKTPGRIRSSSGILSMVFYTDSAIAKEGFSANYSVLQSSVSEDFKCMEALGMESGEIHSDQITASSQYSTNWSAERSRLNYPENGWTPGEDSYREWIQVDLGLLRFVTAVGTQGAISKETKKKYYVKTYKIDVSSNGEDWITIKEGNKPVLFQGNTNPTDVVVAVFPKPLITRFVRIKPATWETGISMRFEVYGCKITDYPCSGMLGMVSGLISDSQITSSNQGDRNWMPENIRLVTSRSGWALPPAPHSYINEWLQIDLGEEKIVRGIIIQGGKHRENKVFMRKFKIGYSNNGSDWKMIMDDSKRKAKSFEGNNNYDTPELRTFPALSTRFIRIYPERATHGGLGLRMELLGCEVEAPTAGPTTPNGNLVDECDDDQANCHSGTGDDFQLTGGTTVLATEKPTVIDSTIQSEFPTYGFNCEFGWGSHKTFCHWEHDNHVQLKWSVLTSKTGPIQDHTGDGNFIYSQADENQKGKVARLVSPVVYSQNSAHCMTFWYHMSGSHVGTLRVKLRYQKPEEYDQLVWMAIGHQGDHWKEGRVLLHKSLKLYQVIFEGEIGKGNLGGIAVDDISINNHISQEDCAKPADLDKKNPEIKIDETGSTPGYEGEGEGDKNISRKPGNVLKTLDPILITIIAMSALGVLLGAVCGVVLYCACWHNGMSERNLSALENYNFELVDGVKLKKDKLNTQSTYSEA
STEP block = STEP phosphatase inhibitors, primary screen, biochemical, fluorescence intensity, uHTS | Tyrosine-protein phosphatase non-receptor type 5 (Homo sapiens), P54829 | recombinant STEP, OMFP fluorogenic substrate | inhibition, % at 20 µM | hit rate 0.25% among 360,000 | AID 588621, 2011;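 active = inhibition at 20 µM, scaled per plate between control wells, above about 37%, limit read from the data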;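 note: 0% = DMSO with enzyme and substrate and 100% = substrate only without enzyme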
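material = STEP tyrosine phosphatase | reagent = fluorogenic phosphatase substrate OMFP at 25 µM final | doses = single compound dose of 20 µM, 1% DMSO final | schedule = 20 min reaction, room temperature, in the dark | measured by = fluorescence, 480/540 nm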
E coli Lon inh = inhibitors of E. coli Lon protease, primary screen, biochemical, fluorescence polarization; purified E. coli Lon protease; hit rate 0.42% among 360,000; P0A9M0; inhibition, % at 7.94 µM; AID 602123, 2011; in the data active = inhibition above about 13%, passing the limit was not always enough;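 note: 0% = enzyme with probe and DMSO and 100% = no enzyme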
MsrA act = bovine MsrA enzyme activators, primary screen, biochemical, absorbance, HTS | Methionine sulfoxide reductase A (Bos taurus) | purified bovine MsrA, absorbance read-out | hit rate 0.3% among 360,000 | activation, % at 10.6 µM; in the data active = activation above about 7.5%;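 note: 0% = vehicle and 100% = reference activator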
SUMO1 PPI mod = modulators of SUMO1 protein-protein interactions, primary screen, biochemical, uHTS | Small ubiquitin-related modifier 1 (Homo sapiens), P63165 | SUMO1 binding to a labelled peptide, TR-FRET, 1 h | inhibition, % at 20 µM | hit rate 0.33% among 360,000; in the data active = inhibition above about 37%
LMPTP inh = LMPTP phosphatase inhibitors, primary screen, biochemical, fluorescence intensity, uHTS. recombinant LMPTP-A, OMFP fluorogenic substrate. inhibition, % at 20 µM. hit rate 0.22% among 360,000. AID 651560, 2012;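 active = compounds that cut the enzyme signal by at least half of the control window in the single-dose screen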;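 note: plate controls were DMSO wells with enzyme plus substrate for no effect and substrate without enzyme for full effect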
Target sequence (P24666 whole entry, looked up): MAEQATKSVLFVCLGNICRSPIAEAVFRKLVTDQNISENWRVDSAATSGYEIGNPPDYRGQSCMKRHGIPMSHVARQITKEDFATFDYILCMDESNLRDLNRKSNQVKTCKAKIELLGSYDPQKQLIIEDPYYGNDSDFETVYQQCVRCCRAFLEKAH
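Test system – LMPTP-A enzyme · Amount – LMPTP-A at 0.625 nM final in the reaction · Buffer or medium – Bis-Tris pH 6.0, DTT, detergent · Reagent – OMFP 400 µM · Doses – single 20 µM dose · Schedule – reaction 50 min, room temperature, dark · Detection – fluorescence intensity of OMFP turnover product · Evaluation – percent inhibition versus substrate-only and uninhibited controls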
Scp1 inh = Scp-1 phosphatase inhibitors, primary screen, biochemical, colorimetric, uHTS; hit rate 0.88% among 340,000; inhibition, % at 20 µM; Recombinant Scp1, phosphopeptide, malachite green phosphate absorbance; Carboxy-terminal domain RNA polymerase II polypeptide A small phosphatase 1 (Homo …;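 active = inhibition above about 50% at 20 µM, limit read from the data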;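 note: plate controls were DMSO wells with enzyme for no effect and wells lacking enzyme for full effect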
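Times: enzyme reaction 45 min at room temperature, colour 5 min, stabilisation 30 min. Material: SCP-1 catalytic fragment, aa 76-261. Medium: Acidic Tris acetate buffer with magnesium and detergent. Signal: colorimetric free-phosphate detection, absorbance 630 nm. Read-out basis: % inhibition of SCP-1 phosphate liberation. Reagent: Phosphorylated 17-residue peptide substrate.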
Active calls of the source: *.

Results for COc1ccc(/C=N/n2c(=O)[nH]c3c([nH]c4ccc(Br)cc43)c2=O)cc1CN1CCOCC1 ?
Tb MetRS inh: 6.2*; DNMT1 inh: 11.2; MsrA inh: -0.2; CendR NRP1 mod: 1.6; STEP block: 1.9; E coli Lon inh: -3.4; MsrA act: 0.4; SUMO1 PPI mod: -11.6; LMPTP inh: 1.2; Scp1 inh: -2.3

How did CCOc1cc(N2CCOCC2)c(OCC)cc1NC(=O)c1cc(S(=O)(=O)N2CCOCC2)ccc1Cl do in these assays?
Tb MetRS inh: -0.2; DNMT1 inh: -3.2; MsrA inh: -0.1; CendR NRP1 mod: -13.5; STEP block: -3.9; E coli Lon inh: -1.6; MsrA act: 5.5; SUMO1 PPI mod: 1.6; LMPTP inh: 0.4; Scp1 inh: 1.0

Results for COC(=O)c1c(SCc2cccc3ccccc23)nc(=O)[nH]c1C ?
Tb MetRS inh: -0.5; DNMT1 inh: -6.5; MsrA inh: -0.2; CendR NRP1 mod: 0.5; STEP block: -0.1; E coli Lon inh: -5.5; MsrA act: -2.1; SUMO1 PPI mod: 2.7; LMPTP inh: 0.5; Scp1 inh: -1.7

How did Nc1nc(N)nc(-c2ccc(Cl)cc2)n1 do in these assays?
Tb MetRS inh: -0.5; DNMT1 inh: 3.8; MsrA inh: 0.1; CendR NRP1 mod: -7.1; STEP block: -0.6; E coli Lon inh: 1.0; MsrA act: -3.3; SUMO1 PPI mod: -3.9; LMPTP inh: -1.5; Scp1 inh: -6.6

How did COCCn1cnc2c1c(=O)n(CC(=O)OCC(=O)NCC(F)(F)F)c(=O)n2Cc1ccccc1 do in these assays?
Tb MetRS inh: -1.4; DNMT1 inh: 4.5; MsrA inh: 0.2; CendR NRP1 mod: -6.2; STEP block: -0.8; E coli Lon inh: 3.5; MsrA act: -8.9; SUMO1 PPI mod: 35.2; LMPTP inh: -0.1; Scp1 inh: 2.6

Results for CC(=O)C1CCCN(C(=O)c2ccc3oc(CCc4ccccc4)nc3c2)C1 (stereo unspecified) ?
Tb MetRS inh: -0.2; DNMT1 inh: 4.0; MsrA inh: 0.7; CendR NRP1 mod: 5.0; STEP block: 3.2; E coli Lon inh: -3.0; MsrA act: -4.5; SUMO1 PPI mod: 2.1; LMPTP inh: -0.6; Scp1 inh: -3.8

Results for C[C@H](O)[C@@H]1C(=O)N2CCc3ccc(-c4ccccc4)cc3[C@@H]2C[C@@H]1N(C)C(=O)Nc1cc(Cl)cc(Cl)c1 ?
Tb MetRS inh: 0.1; DNMT1 inh: -13.9; MsrA inh: 1.8; CendR NRP1 mod: -3.8; STEP block: 0.7; E coli Lon inh: -2.4; MsrA act: -1.4; SUMO1 PPI mod: 2.7; LMPTP inh: 3.7; Scp1 inh: -8.3

How did O=C(COC(=O)Cc1ccccc1F)NCc1ccc(Cl)cc1 do in these assays?
Tb MetRS inh: -0.2; DNMT1 inh: 1.5; MsrA inh: 0.0; CendR NRP1 mod: 2.5; STEP block: -0.2; E coli Lon inh: -14.0; MsrA act: -1.6; SUMO1 PPI mod: 1.3; LMPTP inh: -1.4; Scp1 inh: -3.8

Results for COc1ccc(CNC(=O)c2cccc(C)c2[N+](=O)[O-])cc1 ?
Tb MetRS inh: -0.1; DNMT1 inh: 0.6; MsrA inh: -0.8; CendR NRP1 mod: -6.7; STEP block: -1.9; E coli Lon inh: 1.5; MsrA act: 1.0; SUMO1 PPI mod: -3.5; LMPTP inh: -1.5; Scp1 inh: 0.7

How did O=c1ccn(Cc2ccccc2)c(=O)n1Cc1ccccc1 do in these assays?
Tb MetRS inh: 0.7; DNMT1 inh: 2.6; MsrA inh: 0.3; CendR NRP1 mod: 12.4; STEP block: -1.2; E coli Lon inh: -2.3; MsrA act: -1.6; SUMO1 PPI mod: -2.9; LMPTP inh: 1.3; Scp1 inh: -4.8

A section taken from the entries so far, for reference:
How did O=C(COC(=O)Cc1ccccc1F)NCc1ccc(Cl)cc1 do in these assays?
Tb MetRS inh: -0.2; DNMT1 inh: 1.5; MsrA inh: 0.0; CendR NRP1 mod: 2.5; STEP block: -0.2; E coli Lon inh: -14.0; MsrA act: -1.6; SUMO1 PPI mod: 1.3; LMPTP inh: -1.4; Scp1 inh: -3.8

Results for COc1ccc(CNC(=O)c2cccc(C)c2[N+](=O)[O-])cc1 ?
Tb MetRS inh: -0.1; DNMT1 inh: 0.6; MsrA inh: -0.8; CendR NRP1 mod: -6.7; STEP block: -1.9; E coli Lon inh: 1.5; MsrA act: 1.0; SUMO1 PPI mod: -3.5; LMPTP inh: -1.5; Scp1 inh: 0.7

(further entries)
What do the screens show for `O=S1(=O)N=C(N(CCO)/N=C/c2ccccc2)c2ccccc21`?
Tb MetRS inh: -0.5; DNMT1 inh: -3.9; MsrA inh: 2.5; CendR NRP1 mod: 17.8; STEP block: -1.3; E coli Lon inh: 0.1; MsrA act: -7.9; SUMO1 PPI mod: 12.2; LMPTP inh: 0.3; Scp1 inh: -1.3

How did COc1ccc(Br)cc1CN(C)CC(=O)Nc1cc(Cl)ccc1Cl do in these assays?
Tb MetRS inh: -0.7; DNMT1 inh: 6.4; MsrA inh: 1.8; CendR NRP1 mod: 1.7; STEP block: -0.2; E coli Lon inh: -9.4; MsrA act: -5.2; SUMO1 PPI mod: -0.9; LMPTP inh: 2.4; Scp1 inh: 0.7

What do the screens show for `Cc1ccc(N2CC(C(=O)NCc3ccco3)CC2=O)cc1Cl` (stereo unspecified)?
Tb MetRS inh: 0.3; DNMT1 inh: -1.9; MsrA inh: -0.9; CendR NRP1 mod: 2.7; STEP block: 0.5; E coli Lon inh: -9.1; MsrA act: -2.0; SUMO1 PPI mod: 2.1; LMPTP inh: 0.0; Scp1 inh: 1.0

How did CC1CN(S(=O)(=O)c2cccc(C(=O)Nc3cc(Cl)ccc3N3CCOCC3)c2)CC(C)O1 (stereo unspecified) do in these assays?
Tb MetRS inh: -0.4; DNMT1 inh: -11.9; MsrA inh: -1.4; CendR NRP1 mod: -2.0; STEP block: 5.3; E coli Lon inh: 1.3; MsrA act: -2.5; SUMO1 PPI mod: -0.3; LMPTP inh: 2.2; Scp1 inh: -11.5

Results for Cc1cc(NC(=O)CCC(=O)N(Cc2cccnc2)C(C(=O)NC(C)(C)C)c2ccccc2Cl)no1 (stereo unspecified) ?
Tb MetRS inh: 0.1; DNMT1 inh: 0.8; MsrA inh: 1.6; CendR NRP1 mod: 2.6; STEP block: -1.0; E coli Lon inh: 2.9; MsrA act: -3.6; SUMO1 PPI mod: 1.2; LMPTP inh: -1.7; Scp1 inh: -1.8

What do the screens show for `NC(=O)CC(NC(=O)Cc1ccc(Br)cc1)c1ccc(NCc2cc(F)ccc2F)c([N+](=O)[O-])c1` (stereo unspecified)?
Tb MetRS inh: -0.2; DNMT1 inh: 7.9; MsrA inh: -0.3; CendR NRP1 mod: -21.4; STEP block: 1.8; E coli Lon inh: -3.5; MsrA act: -1.3; SUMO1 PPI mod: -1.0; LMPTP inh: 0.3; Scp1 inh: -7.7

Results for COc1cc(NC(=S)NC(=O)c2c(OC)cccc2OC)ccc1NC(=O)c1cccs1 ?
Tb MetRS inh: -0.7; DNMT1 inh: -2.5; MsrA inh: 1.4; CendR NRP1 mod: 10.6; STEP block: -1.7; E coli Lon inh: -1.2; MsrA act: -0.8; SUMO1 PPI mod: 0.1; LMPTP inh: 1.5; Scp1 inh: -7.9

How did Cc1cccc(C)c1NC(=O)/C(=C/c1ccco1)c1ccccc1 do in these assays?
Tb MetRS inh: -1.6; DNMT1 inh: 0.3; MsrA inh: 2.9; CendR NRP1 mod: -11.3; STEP block: -1.6; E coli Lon inh: -2.0; MsrA act: -11.1; SUMO1 PPI mod: 7.2; LMPTP inh: -0.2; Scp1 inh: 3.0

How did Cc1ccc(CN2CCN(/N=C/c3ccc(Cl)c([N+](=O)[O-])c3)CC2)cc1 do in these assays?
Tb MetRS inh: -0.4; DNMT1 inh: -0.3; MsrA inh: 1.3; CendR NRP1 mod: 9.2; STEP block: 1.8; E coli Lon inh: 3.3; MsrA act: -3.4; SUMO1 PPI mod: -9.2; LMPTP inh: 4.0; Scp1 inh: -6.4

How did CCCC(=O)N1CCCC(c2cc(C(=O)NCc3ccccc3)no2)C1 (stereo unspecified) do in these assays?
Tb MetRS inh: 0.2; DNMT1 inh: 1.4; MsrA inh: -0.9; CendR NRP1 mod: -11.9; STEP block: -1.2; E coli Lon inh: -4.0; MsrA act: -3.1; SUMO1 PPI mod: -3.1; LMPTP inh: -0.2

How did Cc1cccc(Nc2nc(N)nc(CSc3nccc(C)n3)n2)c1 do in these assays?
Tb MetRS inh: 0.5; DNMT1 inh: -4.0; MsrA inh: -0.3; CendR NRP1 mod: 1.8; STEP block: 1.2; E coli Lon inh: -1.9; MsrA act: -1.4; SUMO1 PPI mod: 1.2; LMPTP inh: -1.3; Scp1 inh: -6.7

Results for O=C(CNc1ccc(Cl)cc1)NNC(=S)NCc1ccccc1 ?
Tb MetRS inh: 0.1; DNMT1 inh: 3.6; MsrA inh: -0.5; CendR NRP1 mod: -0.9; STEP block: -1.9; E coli Lon inh: -3.0; MsrA act: -1.3; SUMO1 PPI mod: -0.4; LMPTP inh: -1.0; Scp1 inh: -7.4

Results for CSc1ncccc1C(=O)N1CCCC(CCC(=O)NCc2ccc(F)c(F)c2)C1 (stereo unspecified) ?
Tb MetRS inh: -0.2; DNMT1 inh: 4.8; MsrA inh: -1.2; CendR NRP1 mod: 12.2; STEP block: 0.2; E coli Lon inh: -1.8; MsrA act: 2.7; SUMO1 PPI mod: -2.7; LMPTP inh: -0.7; Scp1 inh: -2.7

How did CC1CCCCC1N=C1NC(C)(C)CS1 (stereo unspecified) do in these assays?
Tb MetRS inh: -0.2; DNMT1 inh: 2.3; MsrA inh: 0.2; CendR NRP1 mod: 6.5; STEP block: 0.6; E coli Lon inh: -0.7; MsrA act: 0.9; SUMO1 PPI mod: -1.7; LMPTP inh: 0.4; Scp1 inh: -3.7

Hits appear at their usual frequency. Share with any hit: about 4.3%.
